Assay outcomes: PubChem BioAssay, National Center for Advancing Translational Sciences (NCATS)
Lipid storage S3 = qHTS Assay for Lipid Storage Modulators in Drosophila S3 Cells; Potency in µM for hits, for the others lipid storage change, negative = inhibition, % at the top dose, mostly 46.1 µM; 0.64% of 320,000 active; Drosophila S3 cells, BODIPY lipid droplet fluorescence, 18-24 h; cells fed with added oleic acid; AID 2685; active = well fitted inhibition curve with a large enough effect in the signal ratio, with a control signal flat, not every such curve was filed as active; inconclusive = small, poorly fitted or top-dose-only effect, or effect the other way, or a change in a side signal; the % refers to the signal ratio
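Drosophila S3 cells loaded with oleic acid (400 uM, as added) and compounds at several concentrations; lipid droplets imaged by 488-nm laser-scanning cytometry, 500–530 nm intensity and object ratio to cell channel. Percent activity normalized to 20 uM Triacsin C.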
Lipid storage S3 cell count max = recorded beside Lipid storage S3, whose call it bears; cell number change, %; measured here: cell count max response;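 cells counted by Cell Tracker Red CMTPX staining in the red channel; peak over a dose series mostly up to 46.1 µM; percent activity relative to internal control wells on each plate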
Active calls of the source: *; i = inactive; u = inconclusive; x = no result given; [ ] = dose if it differs, or a comment. % is set by controls: 0 for no effect and ±100 for the full control effect; potency is the fitted concentration of half-maximal effect. Some of the compounds tested; rates above refer to the full screens.

Values run as follows: Lipid storage S3, Lipid storage S3 cell count max
> O=C(Nc1cccc(S(=O)(=O)N2CCCCCC2)c1)C1CCN(C(=O)c2ccc(F)cc2)CC1
    u, x
> Cc1nc(NCCN)c(C#N)c2c1COC(C)(C)C2
    -1%, 12
> O=C(CSc1nc(=O)n2ccccc2n1)Nc1ccc2c(c1)OCO2
    u, x
> O=S(=O)(NCCc1ccc(F)cc1)c1cccc2cccnc12
    -9%, -13
> Cc1ccc(NC(=O)CSc2nc(N)c3c4c(sc3n2)CSC(C)(C)C4)cc1
    u, x
> Cc1ccc(S(=O)(=O)NC(=O)NCCCN2CCOCC2)cc1
    u, x
> N/C(=N\OC(=O)Cc1cccs1)c1ccc(Cl)cc1
    u, x
> CCOCCCNCc1cccc(OC)c1
    u, x
> CCC(Sc1nc(C)cc(C)n1)C(=O)Nc1ccc(Cl)cn1 (configuration not stated)
    1%, 1
> Cn1c(CNc2nc3ccccc3n2C)nc2ccccc21
    u, x
> CC(C)C(C(=O)Nc1ccccc1)N1C(=O)c2ccccc2C1=O (configuration not stated)
    -5%, 3
> COc1cccc(C(=O)CSc2nc3cccnc3n2C)c1
    u, x
> O=C(NCCNC1CCCCC1)c1ccco1
    10%, 18
> CCCCN(Cc1ccccc1)C(=O)C1CCN(S(=O)(=O)c2c(C)noc2C)CC1
    -1%, 7
> CCOC(=O)C1=C(N)n2c(s/c(=C\c3cccnc3)c2=O)=C(C(=O)OCC)C1c1cccnc1 (configuration not stated)
    u, x
> Cc1ccccc1NC(=O)CSc1nc(N)c(C#N)cc1C#N
    u, x
> CCCCOc1ccc(CSCCN)cc1Cl
    u, x
> O=C(CCc1nnc2ccc(NCc3ccco3)nn12)N1CCN(c2ccccc2)CC1
    i, -27
> CCN(CC)S(=O)(=O)N1CCN(S(=O)(=O)N2CCOCC2)CC1
    u, x
> OC(CNCC1COc2ccccc2O1)COc1ccc(Cl)cc1 (configuration not stated)
    u, x

The list continues:
Values run as follows: Lipid storage S3, Lipid storage S3 cell count max
> CC(C)(C)NC(=O)COC(=O)c1nsc(Cl)c1Cl
    i, -8
> COc1ccc(C(CNC(=O)c2ccc(-c3cccc(C(F)(F)F)c3)o2)N2CCOCC2)cc1 (configuration not stated)
    u, x
> Cc1ccc(C)c2nc(SCC(=O)NCc3cccs3)c(C#N)cc12
    -2%, 14
> O=C(CCCN1C(=O)/C(=C/c2ccccc2Cl)SC1=S)N1CCCC1
    u, x
> CC1(C)CC(NC(=O)C2CCCCC2C(=O)O)CC(C)(C)N1 (configuration not stated)
    u, x
> CCCOc1ccc(-c2nnc(-c3cccs3)o2)cc1
    0%, -3
> Cc1cccc2c(CC(=O)Nc3ccccc3)noc12
    u, x
> CCOc1cc(C2NC(=O)CCC2[N+](=O)[O-])cc(Br)c1OC (configuration not stated)
    5%, 18
> COc1cc(/C=N/NC(=O)CCC(=O)Nc2ccc(C)cc2)ccc1O
    i, x
> C=CCn1c(SCC(=O)N2CCc3ccccc3C2)nc2ccccc2c1=O
    -2%, -12
> Cc1nn(CC(C)C)c(Cl)c1C(=O)N(c1ccc(Cl)cc1F)S(C)(=O)=O
    u, x
> Cc1cc2c(N)cccc2nn1
    u, x
> CCCCCc1nc2ccccc2c(=O)n1N
    u, x
> CC1(C)Cc2c(sc3ncn4nc(CCC(=O)O)c(=O)nc4c23)CO1
    u, x
> COc1cccc(/C=N/NC(=O)CCCC(=O)Nc2ccc(Br)cc2)c1
    5%, -2
> COC(=O)c1c(N)c(C#N)c2n1CCCCC2
    22%, -14
> c1ccn(-c2ccc(-c3ccn[nH]3)cc2)c1
    u, x
> O=C(Nc1ccc2c(c1)OCCO2)c1c(F)c(F)c(F)c(F)c1F
    u, x
> Cc1ccc(C(=O)CCNc2ccc(Cl)cc2)o1
    u, x
> Cc1ccc(C(=O)N/C(=C/c2cccs2)C(=O)N2CCCCC2)cc1
    3%, -4

(next part)
Values run as follows: Lipid storage S3, Lipid storage S3 cell count max
> CS(=O)(=O)Nc1ccc(OCc2ccccc2)cc1
    u, x
> COc1ccc(OCC(=O)OCC(=O)N2CC(=O)Nc3ccccc32)cc1
    4%, 20
> Cc1c(NC(=O)Cn2nc(C(=O)O)c3ccccc3c2=O)c(=O)n(-c2ccccc2)n1C
    u, x
> Cc1cc(C(=O)N2CCN(S(=O)(=O)c3ccccc3F)CC2)c(C)o1
    u, x
> O=C(Cc1nc(-c2ccc([N+](=O)[O-])cc2)cs1)Nc1ccccc1
    -5%, -20
> Oc1c(C=NCc2ccccc2)sc2ccccc12
    21%, 6
> Cc1cc(C)cc(N(C(C)C(=O)Nc2c(C)n(C)n(-c3ccccc3)c2=O)S(C)(=O)=O)c1 (configuration not stated)
    u, x
> COc1cccc(C(=O)OC(C)CN2CCCC2)c1 (configuration not stated)
    u, x
> COc1cc(OC)cc(C(=O)N[C@H](C(=O)OCC(=O)c2ccc(F)cc2)C(C)C)c1
    i, 6
> COc1ccc(/C(O)=C2\C(=O)C(=O)N(c3cc(C)on3)C2c2ccccc2OC)cc1C (configuration not stated)
    8%, 3
> CC1=CC(C)[C@H](/C=N/n2c(=O)[nH]c3c([nH]c4ccc(C)cc43)c2=O)C(C)C1 (some centres not stated)
    u, x
> CCOC(=O)c1cc(-c2ccc(OC)cc2)nc2c1c(C)nn2CCC#N
    u, x
> CCOC(=O)c1c(-c2ccc(OC)c(OC)c2)csc1NC(=O)C1CCCO1 (configuration not stated)
    -15%, 5
> COc1ccc(Cc2c(N)nc(N)nc2N)cc1
    6%, -13
> CC(C)c1nnc(NC(=O)CCC(=O)NCC2CCCO2)s1 (configuration not stated)
    -7%, 1
> O=C(Cn1c(=O)c2cccn2c2cccnc21)NCCCN1CCN(c2ccc(F)cc2)CC1
    u, x
> O=C(NC1CCCCC1)NC1CC2CCC(C1)N2Cc1nnnn1Cc1ccc2c(c1)OCO2 (configuration not stated)
    19%, -12
> COc1ccc([C@@H]2CC=C(C(=O)O)[C@H](c3cccc(Cl)c3)N2S(=O)(=O)c2ccc(C)cc2)cc1OC
    u, x
> COc1ccc(NC(=O)c2cnn(-c3ccccc3)c2C)cc1OC
    21%, -1
> Cc1onc(NC(=O)NC(=O)c2c(Cl)cccc2Cl)c1Br
    u, x

Further results follow:
Values run as follows: Lipid storage S3, Lipid storage S3 cell count max
> O=C(CC1C(=O)NCCN1C/C=C/c1ccccc1)NCCCC1CCCC1 (configuration not stated)
    3%, 4
> Cc1cccc(N2CCN(C(=O)COc3ccc4c(c3)CCC4)CC2)c1C
    0%, 1
> Cn1c(N)c(C(=O)CSc2nc3ccccc3n2-c2ccccc2)c(=O)n(C)c1=O
    u, x
> COc1cccc(OCc2nnc(SCc3cc(=O)[nH]c4ccccc34)o2)c1
    u, x
> CCCn1c(SC(C)C(=O)O)nc2ccccc21 (configuration not stated)
    i, x
> Cc1noc(C)c1CSCC(=O)N(C)CC(=O)Nc1ccc(F)c(F)c1F
    u, x
> Cc1cccc(OC(C)C(=O)N2CCN(Cc3ccc4c(c3)OCO4)CC2)c1 (configuration not stated)
    u, x
> Cc1cc(C)n(C(=O)COc2ccc([N+](=O)[O-])cc2)n1
    7%, -15
> CCOc1cc(C(=O)Nc2c3c(nn2C(C)(C)C)CS(=O)C3)cc(OCC)c1OCC (configuration not stated)
    12%, 12
> CN(C)/C=N/c1ncc(C(=O)c2ccc(-c3ccccc3)cc2)s1
    7%, -11
> COc1cc(C2NC(=O)NC(C)=C2C(=O)OCc2ccccc2)ccc1O (configuration not stated)
    u, x
> CCOC(=O)/C(=C/c1ccccc1)NC(=O)c1ccco1
    6%, 1
> COc1cc2c(c(OC)c1)C(c1ccncc1)CC(=O)N2 (configuration not stated)
    u, x
> CCOC(=O)c1ccc[n+](CC(=O)Nc2cc(C(F)(F)F)ccc2Cl)c1
    u, x
> COCCn1c(COc2ccccc2)nnc1SCC(N)=O
    u, x
> N#C/C(=C/c1ccc(-c2ccccc2)o1)c1nc(-c2cccs2)cs1
    5.8µM*, 21*
> CC(C)(C)OC(=O)NCCc1nnc(S(=O)(=O)Cc2ccc(Cl)cc2Cl)o1
    u, x
> N#Cc1c(-c2ccccc2)nc(-c2ccncc2)[nH]c1=O
    -14%, 6
> COc1cccc(C(=O)Nc2c(F)c(F)c(F)c(F)c2F)c1
    i, x
> CC1CC1C(=O)Nc1ccc(-c2ccccc2)cc1 (configuration not stated)
    u, x

Single values from above.
CCOC(=O)/C(=C/c1ccccc1)NC(=O)c1ccco1 in Lipid storage S3 cell count max → 1
Cc1cc(C)n(C(=O)COc2ccc([N+](=O)[O-])cc2)n1 in Lipid storage S3 cell count max → -15
CN(C)/C=N/c1ncc(C(=O)c2ccc(-c3ccccc3)cc2)s1 in Lipid storage S3 cell count max → -11

The results go on.
Values run as follows: Lipid storage S3, Lipid storage S3 cell count max
> O=C(CN1C(=O)c2ccccc2C1=O)Nc1cccc(S(=O)(=O)Nc2ccccc2Cl)c1
    u, x
> Cc1ccc(C(=O)Nc2nnc(Cc3ccccc3)s2)cc1
    5%, 16
> CCOC(=O)c1cc(C(=O)OCC)c2cc(Br)ccc2n1
    u, x
> CCc1ccc(NC2=NC(C(=O)NC3CCCCC3)CC(=O)N2)cc1 (configuration not stated)
    u, x
> CC(C)Nc1ncnc2c1cnn2Cc1ccc(Cl)cc1
    -7%, -10
> Cc1cc2ccccc2c(=O)n1CC(=O)NCC(=O)N1CCN(c2cccc(Cl)c2)CC1
    u, x
> COC(=O)C1CCN(C(=O)COC(=O)Cn2cnnn2)CC1
    0%, -2
> COC(=O)c1nnn(-c2ccc(Cl)c(Cl)c2)c1C(=O)OC
    u, x
> CCN(Cc1ccccc1)C(=O)CN1C(=O)c2ccccc2C1=O
    u, x
> COc1ccc(S(=O)(=O)Cc2ccc(C(=O)NCc3ccccc3OC)o2)cc1
    u, x
> CC1(NC(=O)c2cc(S(=O)(=O)N3CCCCC3)ccc2Cl)CCS(=O)(=O)C1 (configuration not stated)
    i, x
> COc1ccc(S(=O)(=O)Cc2ccc(C(=O)N3CCN(c4cccc(C)c4C)CC3)o2)cc1
    u, x
> CC1CCCN(CC(=O)Nc2ccc(S(=O)(=O)N3CCCCC3)cc2)C1 (configuration not stated)
    -2%, 2
> COc1ccc(CNC(=O)C(C)Sc2ccc(C)cc2)cc1 (configuration not stated)
    u, x
> c1ccc2cc3c(NCCN4CCOCC4)ccnc3cc2c1
    u, x
> CC(NC(=O)C1CCCN(S(=O)(=O)c2cccs2)C1)c1ccccc1 (configuration not stated)
    u, x
> COCCN(C(=O)Nc1ccccc1)C(C)c1cccnc1 (configuration not stated)
    u, x
> OCC1OC(n2cnc3c(NC4CCCCC4)ncnc32)C(O)C1O (configuration not stated)
    u, x
> CCc1nc(C)cn1S(=O)(=O)c1cc(Br)c(C)cc1OC
    i, x
> Cc1ccc(NC(=O)/C(=C/c2ccncc2)NC(=O)c2ccccc2)cc1
    u, x

Profiles, looked up by structure. Order of screens: Lipid storage S3 | Lipid storage S3 cell count max
Profile of COc1cc(OC)cc(C(=O)N[C@H](C(=O)OCC(=O)c2ccc(F)cc2)C(C)C)c1 : i | 6
Profile of COC(=O)C1CCN(C(=O)COC(=O)Cn2cnnn2)CC1 : 0% | -2
Profile of Cc1ccc(NC(=O)/C(=C/c2ccncc2)NC(=O)c2ccccc2)cc1 : u | x

Later entries:
Values run as follows: Lipid storage S3, Lipid storage S3 cell count max
> N#CCCN1CCN(S(=O)(=O)c2ccc(S(=O)(=O)N3CCCCCC3)cc2)CC1
    u, x
> COC(=O)c1ccc(Oc2nc(SC)nc(N(C)C)n2)cc1
    i, x
> COc1ccc(N2CC(C(=O)N[C@@H](C)C(=O)N3CCCCC3)CC2=O)cc1 (some centres not stated)
    u, x
> Cc1cc(NC(=O)CSc2ccc3nnc(CCNS(=O)(=O)c4ccccc4)n3n2)no1
    u, x
> O=C(C1CCCN1S(=O)(=O)c1ccc(Br)cc1)N1CCOCC1 (configuration not stated)
    u, x
> Cc1cc(C)nc(N2CCC(C(=O)Nc3nnc(C)s3)CC2)n1
    u, x
> COc1ccc(/[N+]([O-])=C/c2ccoc2)cc1
    u, x
> COc1ccc(-c2cc3c(=O)n(CC(=O)N4CCCCC4)ncn3n2)cc1
    -13%, 2
> CC(=O)O[C@@]1(C)C[C@@H](O)[C@]2(O)C=CO[C@@H](O[C@@H]3O[C@H](CO)[C@@H](O)[C@H](O)[C@H]3O)[C@@H]21
    u, x
> Cc1cc(C=C2C(=O)CCCC2=O)c(C)n1-c1ccccc1
    2%, 0
> Cc1ccccc1NC(=O)C1C2C=CC(C3CC23)C1C(=O)O (configuration not stated)
    u, x
> COc1ccc(CN2CCN(CCCc3ccccc3)C(CCO)C2)cc1OC (configuration not stated)
    -13%, 14
> COC(=O)C1=CNC=C(C(=O)OC)C1c1ccc(C(=O)OC)cc1
    i, 5
> CCCC(=O)Nc1ccc(Cl)c(NC(=S)NC(=O)C(C)C)c1
    -14%[9.22 µM], -13
> O=C(c1ccc(Cl)c(S(=O)(=O)N2CCCCC2)c1)N1CCCCCC1
    u, x
> Cc1cccc(C)c1NC(=O)CNC(=O)C(C)N1CCCCC1 (configuration not stated)
    u, x
> COc1ccc(OC)c(N/C(=N/c2nc(C)cc(C)n2)NC(C)=O)c1
    0%, -2
> NS(=O)(=O)c1ccc(CCNC(=O)COC(=O)/C=C/c2ccc(Cl)cc2)cc1
    -2%, 5
> COC(=O)c1cc(CSc2nnc(-c3ccccc3)c(-c3ccccc3)n2)oc1C
    u, x
> C/C(=N/NC(=O)c1ccncc1)c1ccc2c(c1)OCO2
    -1%, 12
> O=C(c1ccc(CNS(=O)(=O)c2cccc(Cl)c2)cc1)N1CCCCC1
    u, x
> CCOC(=O)N1CCC(N2Cc3cccc(C(=O)Nc4ccc(OCC)cc4)c3C2=O)CC1
    i, -5
